Assay outcomes (PubChem BioAssay)
LMNA splice mod – LMNA splicing modulation; HeLa LMNA splicing GFP/RFP minigene ratio, 48 h; Potency, µM (doses to about 46.1 µM), without a hit: top-dose ratio change, negative = inhibition, actives largely listed as inhibitors; hit rate 0.01% among 200,000; AID 1487; active = well fitted inhibition curve with a large enough effect in the signal ratio, with a control signal flat, not every such curve was filed as active; inconclusive = small, poorly fitted or top-dose-only effect, or effect the other way, or a change in a side signal; the % refers to the signal ratio; note: potency is the fitted concentration of half-maximal effect; % is set by controls: 0 for no effect and ±100 for the full control effect
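Read-out is the ratio of GFP to DsRed2 object intensity, acquired by 488 nm laser-scanning cytometry on HeLa lamin A-EGFP minigene reporter cells. Compound incubation 48 hrs at 37 °C in Opti-MEM with 2% FBS; DMSO 0.5% final.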
HTT ATP protect – cytoprotection in Huntington HTT-Q103 PC12 cell model; PC12 HTT-Q103 induced, cytoprotection, ATP luminescence, 40 h; Potency, µM (series often up to 56.4 µM), inactives show cytoprotection (ATP increase), usual class: activators; hit rate 0.14% among 230,000;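 note: potency is the fitted concentration of half-maximal effect; % of control where 0% means no effect; nearly all actives have a fitted effect of over 45% in size; toxic huntingtin expression switched on by the ecdysone agonist tebufenozide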
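Compounds were screened for protection of PC12 cells against cell death after tebufenozide induction (100 nM final) of mutant Huntingtin exon 1 (Q103) fused to GFP.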
aGlu spleen mod – lysosomal alpha-glucosidase (human) modulation; P10253; hit rate 0.006% among 240,000; human spleen homogenate, 4-MU-alpha-glucoside fluorescence; Potency, µM (doses to about 79.9 µM), for the others: at the top dose activity change, negative = inhibition, most hits filed as inhibitors;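 note: potency is the fitted concentration of half-maximal effect; 0% = enzyme with vehicle and -100% = no enzyme basal signal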
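Enzyme source: human spleen homogenate, 1 ug/well. Buffer 50 mM citric acid/K phosphate pH 5.0, 0.01% Tween-20. 4-MU-alpha-glucoside 1 mM; 37 C x 40 min; NaOH/glycine stop; fluorescence.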
GAA inhib – blocks human lysosomal alpha-glucosidase. hit rate 0.005% among 200,000. Potency, µM (highest dose often 76.9 µM), without a hit: at the top dose activity change, negative = inhibition, hits mostly inhibitors. AID 1466. purified human GAA, 4-MU-alpha-glucoside fluorescence. P10253;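 note: potency is the fitted concentration of half-maximal effect; plate controls were uninhibited enzyme wells for no effect and no-enzyme background for full effect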
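Endpoint fluorogenic read: 20 min room-temperature reaction of 4 nM human alpha-glucosidase with 400 uM 4-methylumbelliferyl-alpha-D-pyranoside, pH 5.0, quenched with 1M NaOH/1M glycine pH 10. AC50 from Hill modeling.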
GAA glycogen mod – GAA glycogen-cleavage inhibition or activation; P10253; recombinant GAA, glycogen substrate, Amplex Red glucose oxidase fluorescence; Potency, µM (highest dose often 76.4 µM), for inactives: at the highest dose activity change, negative = inhibition, usual class: inhibitors; hit rate 0.38% among 300,000; AID 2100;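 note: potency is the fitted concentration of half-maximal effect; 0% = full enzyme reaction and -100% = no-enzyme basal signal; the screen sought inhibitors and activators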
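Natural-substrate format: glycogen cleavage by 4 nM human enzyme, glucose read by Amplex Red coupling (Ex 573, Em 610 nm). Normalized to enzyme and no-enzyme controls.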
HTT aggregate – reduces HttQ103-GFP aggregates in PC12 cells; PC12 HttQ103-GFP aggregates, Acumen cytometry, 40 h; Potency, µM (titrated, usually from 46.1 µM), without a hit: at the top dose activity change, negative = inhibition, usual class: inhibitors; hit rate 1.1% among 220,000; AID 1688; note: potency is the fitted concentration of half-maximal effect; % is set by controls: 0 for no effect and ±100 for the full control effect; nearly all actives have a fitted effect of over 60% in size
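Inducible Q103 Huntingtin exon 1–GFP PC12 line, 1500 cells/well in phenol red free DMEM with 5% equine and 5% calf serum. Tebufenozide 100 nM induced expression; compounds titrated; aggregates quantified by cytometry.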
CBFb RUNX1 block – CBF-beta/RUNX1 interaction disruption; Q01196+Q13951; 230,000 tested, under 10 active; AID 1477; AlphaScreen CBFb-His/RUNX1-biotin binding, biochemical; Potency, µM (highest dose often 59.8 µM), inactives show at the highest dose activity, negative = inhibition, usual class: inhibitors; note: % of control where 0% means no effect
Target sequence (Q01196 whole entry, looked up): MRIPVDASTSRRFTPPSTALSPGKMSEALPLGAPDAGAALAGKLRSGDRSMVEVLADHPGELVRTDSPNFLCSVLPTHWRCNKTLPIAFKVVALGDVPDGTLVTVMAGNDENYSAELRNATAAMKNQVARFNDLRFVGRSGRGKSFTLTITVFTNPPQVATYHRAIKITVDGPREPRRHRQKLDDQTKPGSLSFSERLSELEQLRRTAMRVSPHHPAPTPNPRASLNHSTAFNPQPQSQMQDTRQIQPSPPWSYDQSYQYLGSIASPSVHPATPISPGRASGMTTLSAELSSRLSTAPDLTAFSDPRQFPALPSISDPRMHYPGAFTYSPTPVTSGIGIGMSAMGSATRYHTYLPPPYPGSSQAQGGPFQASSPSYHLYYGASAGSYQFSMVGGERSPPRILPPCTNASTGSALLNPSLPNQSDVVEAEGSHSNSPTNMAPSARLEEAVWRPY
Target sequence (Q13951 whole entry, looked up): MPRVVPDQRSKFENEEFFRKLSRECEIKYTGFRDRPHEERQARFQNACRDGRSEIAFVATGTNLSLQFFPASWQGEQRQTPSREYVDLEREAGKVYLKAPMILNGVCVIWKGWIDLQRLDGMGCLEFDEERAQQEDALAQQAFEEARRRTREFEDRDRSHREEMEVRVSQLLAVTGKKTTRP
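AlphaScreen proximity signal reports loss of binding between His-tagged CBF-beta and biotin-labelled RUNX1, each at 30 nM. Proteins are pre-associated for 20 minutes, compounds added for 15 minutes, then beads for 90 minutes, all at ambient temperature.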
* = called active by the depositor; ? = inconclusive; · = no result given; [ ] = dose if it differs, or a comment. Unless noted, calls come from the whole dose curve; as a rule, active = well fitted curve in the direction sought with a large enough effect; inconclusive = small, poorly fitted or top-dose-only effect, or another doubt; inactive = no such curve, though single readings can be large; an effect the other way counts as inactive or inconclusive.

SMILES	LMNA splice mod	HTT ATP protect	aGlu spleen mod	GAA inhib	GAA glycogen mod	HTT aggregate	CBFb RUNX1 block
Cc1nc(SCC2(C)CC2(Cl)Cl)n[nH]1 (stereo not drawn)	·	-34%[inhibitor]	0%	-6%	-3%	-5%	2%
O=C(CN(Cc1ccccc1)C(=O)c1ccc2c(c1)OCCO2)NCc1ccc2c(c1)OCO2	?	-7%[10 µM]	0%	-8%	-2%	9%	-3%
CCN(C(=O)COC(=O)c1ccc(OC)c(S(=O)(=O)N2CCCc3ccccc32)c1)C1CCS(=O)(=O)C1 (stereo not drawn)	1%[46 µM]	-8%	4%	-2%	12%	-14%	-5%
COc1ccccc1-n1cnnc1SCC(=O)Nc1cc(C(C)(C)C)nn1-c1ccccc1	?	-41%[inhibitor]	-14%	-3%	8%	0%	5%
Cc1nc(SCc2ccc(O)c([N+](=O)[O-])c2)n[nH]1	-14%	-3%[10 µM]	-15%	0%	-6%	21%	-7%
Cc1ccc(-c2cn(S(=O)(=O)c3cccc([N+](=O)[O-])c3)nc2N)cc1	9%[46 µM]	3%[10 µM]	6%	-5%	-6%	14%[9.22 µM]	-29%
COC(=O)c1ccc(NC(=O)C(=O)N2CCCC2)cc1	-7%	-14%	0%	-13%	-8%	4%	-5%
Cn1c(=O)c2c(nc(Br)n2CCSc2nc3ccccc3o2)n(C)c1=O	11%	-7%	6%	-11%	11%	-10%	-3%
COc1ccc(Cn2cc(C(=O)c3ccccc3)c(=O)c3cc(OC)ccc32)cc1	?	·	3%	0%	0%	16%	2%[2.36 µM]
Cc1ccccc1N(CC(=O)NCCc1ccccc1)C(=O)c1ccc(N2CCCC2)nc1	6%	-15%[10 µM]	-10%	-14%	-12%	-3%	-1%
Cc1ccc(-c2nsc(SCC(=O)NCC3CCCO3)n2)cc1 (stereo not drawn)	?	-70%[inhibitor]	1%	4%	3%	-24%	-1%
Cc1[nH]nc(S(=O)CC(=O)O)c1[N+](=O)[O-] (stereo not drawn)	21%[46 µM]	-2%	3%	-6%	1%	-11%	8%
COc1ccc(-c2n[nH]c(=S)n2C2CCCCC2)cc1	?	-27%	-2%	-5%	-26%	-3%	-2%
COc1ccc(C(=O)CCc2nc3ccccc3s2)cc1	0%	13%[10 µM]	-16%	-1%	8%	6%	21%
COc1ccc(N2C(=O)CC(Nc3ccc(N4CCOCC4)cc3)C2=O)c(OC)c1 (stereo not drawn)	8%	-17%	-4%	?	?	3%	-16%
O=C(O)CNc1ncccc1[N+](=O)[O-]	32%[46 µM]	-9%[10 µM]	3%	-5%	3%	-6%	-3%
COc1ccc(C(=O)N/N=C(\C)CC(=O)Nc2ccc(Cl)cn2)cc1	·	-9%[10 µM]	-3%	·	-17%	5%[9.22 µM]	2%
COc1cccc(/C(O)=C/c2nc3ccc(C(=O)NCCc4cccc(C)c4)cc3[nH]c2=O)c1	3%	-5%[10 µM]	-6%	0%	-1%	10%	-1%
O=C(Nc1ccc2nc3n(c(=O)c2c1)CCCC3)c1cccc([N+](=O)[O-])c1	-5%	3%[10 µM]	6%	-3%	-8%	1%	-2%
COc1ccc(OCCC(=O)OCC(=O)Nc2cccc(S(=O)(=O)N3CCOCC3)c2)cc1	-9%[46 µM]	28%[10 µM]	5%	-5%	2%	18%	5%
COc1cc(/C=N/NC(=O)c2cccnc2)ccc1OC(=O)c1ccc2c(c1)OCO2	-7%	2%	-8%	10%	0%	11%	4%
O=C(NCC(c1cccnc1)N1CCN(c2ccc(F)cc2)CC1)c1cccc(Cl)c1 (stereo not drawn)	6%	-12%	-26%	?	-9%	?	-8%
Cc1cc(C)n(-c2nc3ccccc3nc2NCCc2ccccc2)n1	1%	-22%	-7%	7%[15.4 µM]	4%	-2%	0%
COC(=O)CCCC(=O)OC	·	-10%	-13%	·	·	·	-2%[21.7 µM]
O=C1C(C=Nc2ccccc2)=C(O)c2ccccc21	-5%	-55%[inhibitor]	-1%	-1%	-8%	-32%	-1%

Reformatted: results already given.
| smiles | LMNA splice mod | HTT ATP protect | aGlu spleen mod | GAA inhib | GAA glycogen mod | HTT aggregate | CBFb RUNX1 block |
| --- | --- | --- | --- | --- | --- | --- | --- |
| O=C(O)CNc1ncccc1[N+](=O)[O-] | 32%[46 µM] | -9%[10 µM] | 3% | -5% | 3% | -6% | -3% |
| COc1ccc(C(=O)N/N=C(\C)CC(=O)Nc2ccc(Cl)cn2)cc1 | · | -9%[10 µM] | -3% | · | -17% | 5%[9.22 µM] | 2% |
| COc1cccc(/C(O)=C/c2nc3ccc(C(=O)NCCc4cccc(C)c4)cc3[nH]c2=O)c1 | 3% | -5%[10 µM] | -6% | 0% | -1% | 10% | -1% |
| O=C(Nc1ccc2nc3n(c(=O)c2c1)CCCC3)c1cccc([N+](=O)[O-])c1 | -5% | 3%[10 µM] | 6% | -3% | -8% | 1% | -2% |

Other records:
SMILES	LMNA splice mod	HTT ATP protect	aGlu spleen mod	GAA inhib	GAA glycogen mod	HTT aggregate	CBFb RUNX1 block
CCCCCCCNS(=O)(=O)c1cccc2c(Cl)cccc12	·	26%	-1%	·	·	·	21%[21.7 µM]
COc1ccc(-n2c(=O)c(-c3ccc(Cl)cc3)nc3cnc(N(C)C)nc32)cc1	-1%	16%	-5%	·	·	·	·
COc1ccc(N(C(=O)CNC(=O)c2cccs2)C(C(=O)NCC2CCCO2)c2ccccc2)cc1 (stereo not drawn)	?	12%[10 µM]	3%	-1%	2%	19%[9.22 µM]	2%
COc1ccc(N2C(=O)C(F)(F)C2c2cccc(F)c2)cc1 (stereo not drawn)	·	-33%	4%	-9%	-9%	6%	26%
Cc1ccc(C2CC(c3ccccc3Cl)n3nc(N)nc3N2)cc1 (stereo not drawn)	-5%	11%	9%	3%[15.4 µM]	-4%	-7%	-4%
O=C(COC(=O)c1cccc(S(=O)(=O)N2CCOCC2)c1)Nc1ccc2c(c1)OCO2	?	15%[10 µM]	-8%	?	13%	-5%	0%
c1ccc(C2=Nn3c(nnc3-c3ccco3)SC2)cc1	·	4%	1%	5%	-1%	-17%	1%
O=C(c1ccc(Br)o1)N1CCN(c2ccccn2)CC1	-11%	-4%	11%	4%	-3%	21%	0%
N/C(=N\OC(=O)c1ccccc1)c1ccncc1	-10%[46 µM]	-21%	-1%	-2%	-5%	8%	10%
CCS(=O)(=O)N1Cc2ccccc2CC1C(=O)OCC(=O)Nc1ccc(C)cc1 (stereo not drawn)	-13%	-3%	-1%	?	5%	19%	-1%
COc1ccc(NC(=O)COC(=O)c2ccncc2)c(OC)c1	·	-10%	2%	6%	-5%	5%	0%
NC(=O)COC(=O)c1cc(-c2cccs2)nn1-c1ccccc1	-17%[46 µM]	11%[10 µM]	1%	3%	9%	7%	4%
Cc1ccc(C(C)C)c(OCc2ccc(C(=O)N/N=C/c3cccc(O)c3O)cc2)c1	?	7%[0.074 µM]	-3%	-2%	-5%	-11%	-3%
COc1ccc(NCc2ccc([N+](=O)[O-])s2)c(OC)c1	-5%	14%[10 µM]	3%	-5%	9.9µM*	?	·
O=C(O)CN1C(=O)CC(Cc2ccc(Cl)cc2)C1=O (stereo not drawn)	-3%	8%	5%	-7%	-12%	1%[9.22 µM]	3%
COC(=O)CCC(=O)Nc1ccc(NC(=O)CCC(=O)OC)cc1	-3%	4%[10 µM]	-21%	-2%	3%	1%	3%
CCC(CC)C(=O)Oc1c(Sc2ccccc2[N+](=O)[O-])c(C)nn1C(C)(C)C	?	8%[10 µM]	-6%	-4%	-16%	-4%	10%
COc1cc(C(=O)O/N=C2\C=CC(=O)C=C2C)cc(OC)c1OC	-13%	4%[1.9 µM]	-2%	-3%	6%	?	3%
CCNC(=O)C/C(C)=N/NC(=O)C(=O)Nc1ccc(CC)cc1	·	-33%[inhibitor]	3%	0%	-24%	-32%	-2%
Cc1sc(NC(=O)c2cc(-c3ccc(Cl)cc3)nc3ccccc23)c(C(N)=O)c1C	?	-54%[inhibitor]	-11%	-7%	-7%	25%	-6%
CCn1cnc2c(oc3ccccc32)c1=O	7%[46 µM]	-10%	-14%	1%	8%	-2%	-3%
O=C(Oc1c(Cl)cc(Cl)c2cccnc12)c1cccs1	?	-61%[inhibitor][10 µM]	-4%	3%	-12%	10µM*	5%
COc1cccc(-n2c(=S)sc3c(=O)n(-c4ccccc4OC)c(SCC4OCCO4)nc32)c1	·	6%	7%	-8%	-9%	17%	-26%
Cc1cccn2c(=O)c(C=NCCO)c(Nc3ccc(Cl)cc3)nc12	-12%[46 µM]	-16%	0%	-3%	5%	15%	2%
O=C(NCCc1ccccc1)C1CCCN(S(=O)(=O)c2cnc[nH]2)C1 (stereo not drawn)	-9%	-10%	4%	-5%	4%	-2%	-5%

(listing goes on)
SMILES	LMNA splice mod	HTT ATP protect	aGlu spleen mod	GAA inhib	GAA glycogen mod	HTT aggregate	CBFb RUNX1 block
C=CCc1c(C)nc(-c2ccccc2)nc1N/N=C(\C)c1ccccc1	-5%	-12%[10 µM]	-1%	5%	?	-7%	3%
COC(=O)CCSCC(=O)Nc1ccc(C)c(S(=O)(=O)N2CCCCC2)c1	·	-10%[10 µM]	-5%	·	-6%	-13%[9.22 µM]	5%
Cc1[nH]nc2c1C(c1cccs1)C(C#N)=C(N)O2 (stereo not drawn)	-29%[46 µM]	?	-2%	-5%	-10%	-16%	7%
COc1ccccc1N=C(C)C1=C(O)COC1=O	-1%	-3%	-5%	-9%	6%	15%	-5%
O=C1CN(C(=O)CSc2nc3ccccc3n2CCc2ccccc2)c2ccccc2N1	-8%	·	-15%	9%	6%	5%	-18%
S=c1[nH]nc(-c2ccncc2)n1/N=C/c1ccccc1Cl	·	32%[10 µM]	-13%	-1%	1%	16%[9.22 µM]	7%
S=C(NCCN1CCOCC1)Nc1ccc(Cl)cc1	4%	-4%[10 µM]	-8%	6%	2%	3%	4%
O=C1CC(NCc2ccco2)C(=O)N1CCc1ccccc1 (stereo not drawn)	2%	-5%	-4%	-6%	-2%	1%	-3%
CC1(C)Cc2ccccc2-c2nc(NCCCO)n(-c3ccccc3)c(=O)c21	-6%	18%	7%	?	-1%	4%	3%
CCCC(C(=O)NCc1ccco1)N(C(=O)CNS(=O)(=O)c1ccccc1)C1CCCC1 (stereo not drawn)	-4%	-15%[10 µM]	-8%	1%	2%	5%	3%
COc1ccc(C(=S)N2CCNCC2)cc1	0%	-5%	2%	0%	8%	-4%	3%
O=C(Nc1ccccc1C(F)(F)F)N1CCCC1c1cccnc1 (stereo not drawn)	·	15%[10 µM]	-8%	0%	7%	4%[9.22 µM]	13%
O=C(CSc1nnc(NC2CCCCC2)s1)Nc1ccc(N2CCOCC2)cc1	14%	-45%[inhibitor]	0%	-8%	-2%	-8%	-3%
